Compound activity as filed in PubChem BioAssay.
APJ antagonist: antagonists of human apelin receptor APJ, primary screen, CHO-K1 cells, beta-arrestin complementation, luminescence; 0.32% of 330,000 active; P35414; inhibition, % at 20 µM; AID 2521, 2010;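 active means inhibition above about 40% at 20 µM, limit read from the data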;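 further: cells challenged with 10 nM apelin-13 agonist together with compound; plate controls were apelin-13 plus DMSO wells for no effect and DMSO wells lacking apelin-13 for full effect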
Target sequence (P35414 whole entry, looked up): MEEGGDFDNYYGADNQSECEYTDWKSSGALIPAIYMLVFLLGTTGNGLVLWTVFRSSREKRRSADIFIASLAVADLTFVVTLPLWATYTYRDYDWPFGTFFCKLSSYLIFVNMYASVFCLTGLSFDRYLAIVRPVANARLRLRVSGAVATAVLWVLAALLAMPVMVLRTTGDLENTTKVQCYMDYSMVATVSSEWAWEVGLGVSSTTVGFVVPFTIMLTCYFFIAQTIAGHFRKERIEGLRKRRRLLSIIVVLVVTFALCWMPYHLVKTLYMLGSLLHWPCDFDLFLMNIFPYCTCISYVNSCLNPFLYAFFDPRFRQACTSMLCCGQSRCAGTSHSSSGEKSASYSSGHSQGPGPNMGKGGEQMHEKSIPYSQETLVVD
TIM10 inh: growth inhibitors of isogenic TIM10 control yeast, primary screen, counter-screen for tim10-1 yeast inhibitor project, luminescence, uHTS; S. cerevisiae TIM10 strain growth, BacTiter-Glo luminescence, 24 h; inhibition, % at 10 µM; 1.4% of 330,000 active;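 active means inhibition of 40% or more at the single tested concentration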;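 further: wild-type TIM10 isogenic control strain grown at permissive 25 °C; 0% = DMSO yeast wells and 100% = minimal medium wells without yeast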
MIN6 prolif: inducers of MIN6 beta-cell proliferation, primary screen, ATP luminescence, uHTS | MIN6 cells proliferation, ATPlite luminescence, 48 h; cells starved in 0.2% serum; 100% = growth in 10% serum | proliferation, % at 10 µM | 0.29% of 330,000 active | AID 2380, 2010;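 active means compounds whose signal lies at least 3.5 SD above the mean of all wells on their plate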;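 further: 0% = DMSO-treated cells in low-serum medium and 100% = 10% serum control; some compounds called inactive have numbers as strong as hits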
GRIN3A LBD mod: binders of NR3A ligand-binding domain, primary screen, biophysical, differential scanning fluorimetry, uHTS. AID 1259313, 2017. NR3A LBD differential scanning fluorimetry, Tm shift; 0% = protein alone, 100% = glycine-bound protein. 2.5% of 340,000 active. Tm shift relative to glycine control, % at 25 µM;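 active means melting temperature shift of at least 10% of the positive control shift, at one fixed dose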
tim10-1 inh: growth inhibitors of tim10-1 mutant yeast, primary screen, luminescence, uHTS; S. cerevisiae tim10-1 ts strain growth, BacTiter-Glo, 24 h; inhibition, % at 20 µM; 2.2% of 330,000 active;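 active means inhibition of at least 40%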;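 further: mutant grown at 25 °C; 0% = DMSO wells with yeast and 100% = wells holding no yeast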
APJ agonist: agonists of human apelin receptor APJ, primary screen, CHO-K1 cells, PathHunter beta-arrestin, luminescence; activation, % at 20 µM; P35414; 0.11% of 330,000 active; 0% DMSO wells, 100% apelin;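 active means activation more than six SD over the plate average, tested at 20 µM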;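 further: 0% = DMSO alone and 100% = apelin-13 at 10 nM; some results filed as inactive read as strong as hits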
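assay system = CHO-K1 APJ beta-arrestin complementation cell line | input = cell density 1000 per well | dosing = compound 20 µM once, DMSO 1% | timing = compound 90 min 25 °C, reagent 1 h | measured by = luminescence from split beta-galactosidase complementation, Galacton Star/Emerald II substrate | read-out basis = APJ agonist activity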
MPTP inh: mitochondrial permeability transition pore inhibitors, primary screen, biochemical, isolated mouse mitochondria, absorbance. inhibition, % at 10 µM. AID 602449, 2012. Ca2+ swelling absorbance, 30 min. 1.4% of 360,000 active;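 active means inhibition of 50% or more, scaled per plate between neutral and stimulator controls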;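 further: 0% = DMSO wells given calcium and 100% = 1 mM EGTA wells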
tim23-1 inh: growth inhibitors of tim23-1 mutant yeast, primary screen, luminescence, uHTS. S. cerevisiae tim23-1 growth, BacTiter-Glo luminescence, 24 h. inhibition, % at 20 µM. 1.3% of 330,000 active;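 active means growth inhibition of the mutant yeast at or above 50%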;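 further: temperature-sensitive mutant grown at 25 °C; plate controls were DMSO-treated mutant yeast for no effect and medium wells lacking yeast for full effect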
NLRP3 yeast inh: NALP3 inflammasome inhibitors in reconstituted yeast, primary screen, luminescence, uHTS; Yeast reconstituted NLRP3/ASC/caspase-1, beta-gal luminescence, 24 h; inhibition, % at 10 µM; 0.39% of 330,000 active;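 active means inhibition of 50% or more; inactive means inhibition below 50%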;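 further: plate controls were induced DMSO wells for no effect and uninduced yeast grown without galactose for full effect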
The depositor's hits bear a star; / = no result given.

#	molecule	tim10-1 inh	APJ agonist	tim23-1 inh	TIM10 inh	NLRP3 yeast inh	APJ antagonist	MIN6 prolif	GRIN3A LBD mod	MPTP inh
1	Cn1c(NCc2cccnc2)nc2c1c(=O)n(Cc1ccccc1F)c(=O)n2C	8	-2	-1	3	-1	11	-4	1	5.1
2	COc1ccc(-n2cnnc2)cc1	7	-4	7	4	5	18	2	-2	-7.2
3	CC(NC(=O)Cn1nc(-c2ccccc2)c2ccccc2c1=O)c1ccccc1 (stereo not given)	14	-4	7	20	3	12	1	-1	-1.1
4	CCCN1Cc2cccc(C(=O)NC(CC(=O)OCC)c3ccc(OC(C)C)cc3)c2C1=O (stereo not given)	21	-3	30	29	-10	2	-3	-4	2.5
5	O=C(CNC(=O)c1ccc2c(c1)OCCO2)N/N=C/c1ccc(Cl)cc1	9	0	-9	5	5	7	-2	-1	0.4
6	O=C(Cc1ccsc1)NCC(c1ccco1)N1CCCCC1 (stereo not given)	18	-3	-6	1	-4	3	-1	-1	0.9
7	O=C(Cc1c[nH]c2ccccc12)N1CCN(c2ccccc2)CC1	-3	-1	15	-5	25	-21	-2	-1	-0.5
8	CC(=O)C1=C(C)NC(=S)NC1c1cc([N+](=O)[O-])ccc1O (stereo not given)	5	-5	8	12	8	21	3	0	0.6
9	COc1ccc(S(=O)(=O)N(c2onc(C)c2Cl)S(=O)(=O)c2ccc(OC)c(OC)c2)cc1OC	13	-3	17	7	0	-5	0	1	-2.2
10	COc1ccccc1CNC(=O)C(=O)NCC1OCCCN1S(=O)(=O)c1ccc(F)cc1C (stereo not given)	11	3	11	12	18	6	2	-3	-0.9
11	CC(C)OCCCNc1nc2c(-c3ccccc3)nnn2c2ccccc12	1	-1	-12	-16	2	-1	-2	/	/
12	CCC(=O)Nc1ccc(C(=O)NCc2ccccn2)cc1	6	-3	14	21	4	-7	-1	0	0.6
13	Cc1c(C(=O)N2CC(C)OC(C)C2)sc2nc(-c3ccccc3)cn12 (stereo not given)	17	-3	7	4	-5	-13	0	/	/
14	OCC1(CCCc2ccccc2)CCN(C2CCSCC2)CC1	2	-6	-13	13	14	-11	1	-3	-0.1
15	COc1cccc(C(=O)Nc2nnc(S(=O)(=O)N3CCOCC3)s2)c1	15	-1	8	-3	14	12	-4	-3	-1.0
16	CC(C)N1CCN(Cc2ccc(C#CCCO)cc2)CC1CCO (stereo not given)	10	2	1	-4	19	15	-4	-1	1.2
17	CCc1ccccc1N(CC)C(=O)c1cn(C)c(=O)c2cc(OC)c(OC)cc12	25	0	14	20	10	-17	3	4	0.5
18	CCS(=O)(=O)n1nc(-c2ccc(Cl)cc2)nc1SC	-11	-4	29	-1	-15	-5	0	-1	2.4
19	CCCCOCCCNS(=O)(=O)c1ccccc1	8	-1	4	-16	5	9	-2	5	-0.1
20	CC1CCCCN1S(=O)(=O)c1ccc(S(=O)(=O)NCCc2ccncc2)cc1 (stereo not given)	20	0	13	22	6	4	-1	-1	7.1
21	Cc1ccc(NC(=O)COc2ccccc2C(=O)Nc2ccccc2)cc1Cl	10	0	15	28	4	-16	-6	-17	-0.3
22	Cc1cc2ccccc2nc1SCC(=O)NC1CCCCC1	22	-1	31	22	30	9	2	-1	-0.5
23	O=C1COc2ccc(S(=O)(=O)CCC(=O)N3CCN(c4cccc(Cl)c4)CC3)cc2N1	2	4	-3	3	2	8	1	-1	1.3
24	O=C(CN(c1ccc(F)cc1)S(=O)(=O)c1ccc2c(c1)OCCO2)NCc1ccccn1	24	3	11	-7	9	4	1	-1	1.6
25	CN1CCC(=NNC(=O)c2cc(-c3ccc(Cl)cc3)n[nH]2)CC1	-12	1	10	-20	-12	-20	-3	-1	-0.2
26	CCCCn1cnc2c(cnn2-c2ccc(Cl)cc2)c1=O	17	-3	18	19	32	9	-2	0	-3.0
27	CCn1c(SC)nnc1-c1ccc(S(=O)(=O)N2CCCCC2)cc1	13	-2	16	10	1	-2	4	-1	-0.4
28	Nc1c(N(Cc2ccco2)C(=O)COc2ccccc2F)c(=O)[nH]c(=O)n1Cc1ccccc1	7	-5	5	8	19	0	6	0	-0.4
29	COc1cc2c(cc1OC)CN(C(=O)c1ccc(S(=O)(=O)N3CCCCC3)cc1)CC2	11	-3	10	29	12	8	2	0	0.3
30	COc1ccc(CN(C)C(C)C(=O)Nc2ccc(S(=O)(=O)N3CCOCC3)cc2)c(OC)c1 (stereo not given)	25	-2	11	1	4	6	-4	1	-1.3
31	O=C(Cc1ccc2cccnc2c1)c1ccc(O)cc1O	37	-8	44	25	4	10	0	1	1.2
32	N#CC1=C(SCC(=O)c2ccc(Br)cc2)NC2=C(C(=O)CCC2)C1c1ccco1 (stereo not given)	34	4	22	15	7	-2	-3	-5	1.5
33	O=C(Nc1cccc(-c2nnc(-c3ccccc3)o2)c1)C1CCCO1 (stereo not given)	-15	1	17	24	19	16	-1	0	0.9
34	Cc1ccc(S(=O)(=O)N2CCN(C(=O)c3c(-c4ccccc4)noc3C)CC2)cc1	10	-1	20	8	8	-27	-1	1	-1.7
35	COc1ccccc1NC(=O)CSc1nnnn1C	6	2	12	15	29	-13	-2	-4	-1.2
36	COc1cccc(NC(=O)CN(C)C(=O)c2cc(C)on2)c1	2	-5	11	1	3	7	-2	3	-0.5
37	C=CCn1c(=O)n(CCOC)c(=O)c2sc3ccccc3c21	3	2	15	-15	1	13	1	0	-1.1
38	Cc1ccnc(NS(=O)(=O)c2ccc(NC(=O)C34CC5CC(CC(C5)C3)C4)cc2)n1	1	5	3	14	-6	5	-4	-1	-0.5
39	COC(=O)C1CC(O)CN1C(=O)Nc1cccc(C(F)(F)F)c1 (stereo not given)	15	1	14	-6	0	-5	1	2	3.4
40	CCOC(=O)c1c(NC(=O)CSc2nc3ccccc3o2)sc(C(C)=O)c1C	-15	-1	7	-3	15	-5	-6	4	101*
41	O=C(COC(=O)c1ccc(Cl)nc1)Nc1c(Cl)cccc1C(F)(F)F	-69	-4	-46	-52	6	-13	-3	-2	0.6
42	Cc1cccc(NC(=O)c2nc[nH]c2C(=O)NCCCCCNC(=O)OC(C)(C)C)c1	16	1	21	15	12	0	-6	-10	-1.8
43	COc1ccc(NC(=O)/C=C/C(=O)O)cc1Cl	11	-3	11	11	1	-14	0	1	-0.5
44	CCCCOc1ccc(N(CC(=O)NC2CCCCC2)C(=O)CCC(=O)Nc2ccccn2)cc1	-1	-1	-10	-13	16	5	-1	0	-1.1
45	CC1=N/C(=C\c2ccc([N+](=O)[O-])cc2)C(=O)N1c1ccc(Br)c(C)c1	14	5	11	10	21	-38	0	-2	7.5
46	CC(c1ccccn1)N(Cc1ccco1)C(=S)Nc1cccc(F)c1 (stereo not given)	14	-1	31	26	18	-2	4	-2	-0.2
47	Cc1c(/C=N/NC(=O)C(C)(C)Oc2ccc(Cl)cc2)cnn1C	6	-2	2	1	8	-4	-3	2	-2.5
48	O=C(COc1ccc(Cl)cc1Cl)NC(=S)N1CCCc2ccccc21	2	0	14	1	13	-8	-3	0	0.5
49	CCn1c(=O)c2c(cnn2C)c2ccccc21	26	-2	-7	3	37	-12	2	-4	8.1
50	Cc1ccsc1CN(C)C(=O)c1ccc(Oc2ccccc2)cc1	9	-1	26	2	39	18	-1	-2	0.0
51	CNc1ccc(/C=C/C(=O)c2cccc3ccccc23)cc1[N+](=O)[O-]	39	-1	39	45*	29	14	0	-33	0.5
52	Cc1ccc(NC(=O)Cc2cc(C(=O)O)c3ccccc3n2)c(C)c1	-3	5	32	3	18	-25	-5	-2	-1.3
53	O=C(O)C1CCN(c2nc(-c3ccccc3)nc3c2oc2ccccc23)CC1	-10	2	10	-6	-2	11	-3	0	-2.0
54	Cc1cccc(C(=O)NCCNC(=O)c2cccc(C)c2)c1	0	-4	-8	11	-20	9	3	-1	0.9
55	CCCc1nc2ccccc2n1CCOc1ccccc1	35	-1	22	14	23	16	2	1	-3.0
56	Cc1ccc(S(=O)(=O)NC(C)C(=O)NC2CCCCCC2)cc1 (stereo not given)	17	1	9	20	3	19	-2	1	-4.1
57	Cn1c2c(c(=O)n(C)c1=O)CN(Cc1ccc(F)cc1)CN2	6	-1	13	-12	0	-11	-6	0	22
58	Cc1cccc(NC(=O)CN2C(=O)N/C(=C\c3ccc(-c4cccc(C(=O)O)c4)o3)C2=O)c1	2	0	28	-1	3	9	2	-5	4.1
59	COc1ccc(N2CCN(C(=O)CNC(=O)c3cn(-c4ccccc4OC)c(=O)c4ccccc34)CC2)cc1	16	-1	10	8	-7	-29	0	-1	-0.9
60	O=C(CSc1nnc(COc2ccccc2)n1-c1ccccc1)c1ccccc1	40*	-3	26	0	-5	-5	-4	1	0.4

The list continues.
#	molecule	tim10-1 inh	APJ agonist	tim23-1 inh	TIM10 inh	NLRP3 yeast inh	APJ antagonist	MIN6 prolif	GRIN3A LBD mod	MPTP inh
61	O=C1NC(c2cc3c(cc2Cl)OCO3)Oc2ccccc21 (stereo not given)	34	-4	33	25	-9	9	-3	-2	1.5
62	O=C(CCCC(=O)Nc1ccccc1Br)N/N=C/c1c(F)cccc1Cl	-17	-3	2	-19	18	-1	1	-1	0.7
63	O=C(Nc1ccc(O)cc1)/C(=C\c1cccs1)NC(=O)c1ccccc1	-14	-1	-5	-4	2	3	-2	1	-1.7
64	Cc1cc(=O)oc2cc(OCC(=O)Nc3nccs3)ccc12	22	-5	17	7	19	18	-1	0	0.1
65	Cc1onc(-c2c(F)cccc2Cl)c1C(=O)OCC(=O)Nc1c(C)n(C)n(-c2ccccc2)c1=O	5	0	9	1	19	15	-2	-2	-3.9
66	COc1ccc(CNC(=O)c2noc3c2CCCC3)cc1	3	0	12	-4	21	2	4	0	0.0
67	CC(C)[C@@]1(c2ccc(Cl)cc2)ON(c2ccccc2C(F)(F)F)C1=O	-48	-4	11	1	12	-1	-7	/	/
68	COc1ccc2oc(C(=O)OCC(=O)NCCN3C(=O)CSC3=O)c(C)c2c1	8	0	14	12	-17	0	-3	0	2.8
69	O=C(Cn1nnc2ccccc2c1=O)N[C@H](C(=O)O)c1ccccc1	-8	-5	-4	-15	7	-12	0	0	1.7
70	O=C(Nc1ccccn1)c1ccc(COc2ccccc2Cl)o1	19	-1	1	1	38	7	2	-1	-0.9
71	O=S(=O)(Nc1cccc2ccccc12)c1cccc2nonc12	21	-4	28	23	5	21	0	0	-0.3
72	COc1cc(C(O)P(=O)(OCCC(C)C)c2ccc(N(C)C)cc2)cc(OC)c1OC (stereo not given)	0	4	4	9	0	13	-2	-2	0.2
73	Cc1ccc(CCN2CC(C(=O)NCCCN3CCCCCC3)CC2=O)cc1 (stereo not given)	-34	-8	-88	-38	10	-16	-2	2	-0.4

Rewritten as labelled records: two of the compounds above.
[47] Cc1c(/C=N/NC(=O)C(C)(C)Oc2ccc(Cl)cc2)cnn1C
  tim10-1 inh: 6; APJ agonist: -2; tim23-1 inh: 2; TIM10 inh: 1; NLRP3 yeast inh: 8; APJ antagonist: -4; MIN6 prolif: -3; GRIN3A LBD mod: 2; MPTP inh: -2.5

[48] O=C(COc1ccc(Cl)cc1Cl)NC(=S)N1CCCc2ccccc21
  tim10-1 inh: 2; APJ agonist: 0; tim23-1 inh: 14; TIM10 inh: 1; NLRP3 yeast inh: 13; APJ antagonist: -8; MIN6 prolif: -3; GRIN3A LBD mod: 0; MPTP inh: 0.5

An unsorted share of the library (roughly 7.2% active in at least one column).
